High-throughput results: PubChem BioAssay, several laboratories
Arr AP2 block: blocks beta-arrestin peptide binding to AP2 adaptin; hit rate 0.31% among 340,000; AID 504490; inhibition, % at 10 µM; FITC-arrestin peptide / GST-AP2 beads, flow cytometry; AP2 beta2 appendage carries R879A mutation;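 active = inhibition above a set limit, near 3 SD of compounds lacking own fluorescence, cut at about 54% in these data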;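 also: plate controls were DMSO wells for no effect and 5 µM unlabelled arrestin peptide for full effect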
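System: GST-AP2 R879A bound to glutathione beads, E. coli-expressed. Also added: 50 nM FITC-arrestin peptide. Schedule: compound with beads 12 min RT, then probe 1 h RT. Signal: bead flow cytometry, FITC channel. Read-out basis: percent response.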
OPRM1-OPRD1 inv: inverse agonist of human OPRM1-OPRD1 heterodimerization | inhibition, % at 9.3 µM | hit rate 0.21% among 340,000 | P35372+P41143 | AID 504357 | cell-based MOR-DOR heterodimer luminescence, inverse agonism; in the data active = inhibition above about 22%, passing the limit was not always enough;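 also: 0% = cells with DMSO and 100% = wells without cells with DMSO; values of inactives mirror those of a sister screen read the other way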
AddAB inh: less growth of phage-infected E. coli with AddAB. E. coli expressing H. pylori AddAB, absorbance growth. inhibition, % at 11.9 µM. hit rate 0.29% among 330,000; in the data active = inhibition above about 12%;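 also: 0% = vehicle wells of infected cells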
Mot1-301 SUMO: SUMOylation pathway inhibition by Mot1-301 growth rescue; S. cerevisiae Mot1-301 growth rescue, ATP luminescence, 38.5C; percent above DMSO median, 100 means doubled; growth rescue, % at 18.8 µM; hit rate 1% among 320,000; AID 2716;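 active = every valid replicate shows activation above 250% relative to neutral control wells; inactive = the rest, any valid replicate at or below 250%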;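 also: OY570 slx delta 5 strain wells were the positive control but not used for scaling; some compounds called inactive have numbers as strong as hits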
DSG3 Ab inh: blocks pemphigus antibody binding to human desmoglein-3; P32926; DSG3-coupled beads, scFv-anti-DSG3-GFP binding, flow cytometry; stronger effect = lower value; binding (percent of control), % at 10 µM; hit rate 0.48% among 310,000;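 active = binding more than 3 SD below its plate's average and above zero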; also: some compounds called inactive have numbers as strong as hits
Target sequence (P32926 whole entry, looked up): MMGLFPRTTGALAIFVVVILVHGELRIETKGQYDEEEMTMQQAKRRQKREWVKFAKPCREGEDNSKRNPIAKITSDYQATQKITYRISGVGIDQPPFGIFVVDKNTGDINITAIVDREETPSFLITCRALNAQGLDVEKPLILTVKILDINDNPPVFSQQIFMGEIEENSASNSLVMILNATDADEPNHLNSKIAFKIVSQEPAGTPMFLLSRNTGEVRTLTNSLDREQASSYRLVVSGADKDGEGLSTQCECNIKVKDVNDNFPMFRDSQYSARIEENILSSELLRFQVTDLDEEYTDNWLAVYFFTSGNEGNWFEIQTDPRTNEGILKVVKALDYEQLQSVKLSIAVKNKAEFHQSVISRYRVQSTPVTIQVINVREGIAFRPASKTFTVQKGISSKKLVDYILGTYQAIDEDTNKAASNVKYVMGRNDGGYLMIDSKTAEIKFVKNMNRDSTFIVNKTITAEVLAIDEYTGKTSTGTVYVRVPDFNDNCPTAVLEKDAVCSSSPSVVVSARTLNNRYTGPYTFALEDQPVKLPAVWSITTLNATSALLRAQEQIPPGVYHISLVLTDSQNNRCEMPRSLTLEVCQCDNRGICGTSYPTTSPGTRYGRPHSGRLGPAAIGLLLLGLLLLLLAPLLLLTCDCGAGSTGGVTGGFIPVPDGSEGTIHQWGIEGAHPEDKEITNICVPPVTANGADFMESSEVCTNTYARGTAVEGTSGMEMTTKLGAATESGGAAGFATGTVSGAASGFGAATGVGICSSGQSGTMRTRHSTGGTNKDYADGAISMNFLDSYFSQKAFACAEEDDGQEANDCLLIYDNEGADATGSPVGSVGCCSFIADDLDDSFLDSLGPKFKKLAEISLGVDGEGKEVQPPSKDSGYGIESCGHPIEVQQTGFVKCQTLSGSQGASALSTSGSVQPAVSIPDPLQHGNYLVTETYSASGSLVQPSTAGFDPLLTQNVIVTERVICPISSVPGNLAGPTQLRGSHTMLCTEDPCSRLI
PKA-R1A act: activates the PKA-R1A holoenzyme complex; hit rate 0.083% among 340,000; activation, % at 11.4 µM; PKA-R1A dissociation, Cy5-IP20 fluorescence polarization; scaled: DMSO 0%, 113 µM cGMP 100%; AID 504707; P00514+P68181;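 active = percent activation above the mean of all tested compounds plus 3 SD, cut at about 19% in these data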;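 also: higher means more PKAc released from R1A so a rise in polarization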
phage Ecoli inh: E. coli growth loss with phage present | growth absorbance | inhibition, % at 11.9 µM | hit rate 0.26% among 360,000 | AID 651602; in the data active = inhibition above about 11%
OPRM1-OPRD1 ag: agonists of human mu-delta opioid receptor heterodimerization; cells, OPRM1-OPRD1 heterodimerization, luminescence; activation, % at 9.3 µM; hit rate 0.3% among 340,000; AID 504326; in the data active = activation above about 18%;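 also: 0% = vehicle-treated cells and 100% = reference agonist; values of inactives mirror those of a sister screen read the other way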
E coli growth: bacterial growth inhibition, counter-screen for AddAB inhibitors. E. coli V3065 growth, OD600 absorbance, 18 h. inhibition, % at 11.9 µM. hit rate 0.27% among 330,000. AID 449728;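 active = inhibition above the campaign's mean inhibition across all tested compounds plus 3 SD, cut at about 9.9% in these data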;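 also: uninfected addAB+ strain grown without phage in ampicillin broth; 0% = DMSO wells and 100% = ciprofloxacin 0.95 µg/ml wells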
Tat export inh: inhibitors of E. coli Tat protein transport; E. coli MC4100 TorA-mCherry Tat export, fluorescence; inhibition, % at 10 µM; hit rate 0.036% among 340,000; AID 488895;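 active = mean replicate inhibition at least 50% and at least half of replicates individually reaching 50%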;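 also: exported cargo escapes ClpAP degradation while cytoplasmic cargo is degraded and loses fluorescence; 0% = median of neutral control wells and 100% = median of NaSCN control wells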
PfHsp90 set2: reduces growth (ATP signal) of yeast expressing P. falciparum Hsp90; AID 504621; hit rate 0.32% among 310,000; inhibition, % at 9.4 µM; S. cerevisiae expressing PfHsp90, BacTiter-Glo ATP, 48 h; yeast lacking PDR1 and PDR3 efflux regulators;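 active = every replicate shows inhibition above about 80%, whatever the replicate mean, limit read from the data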;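 also: 0% = DMSO neutral controls and 100% = 20 µM radicicol positive controls; yeast relying on Plasmodium falciparum Hsp90 in place of its own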
An asterisk follows results filed as active; . = not tested or not shown.

SMILES	Arr AP2 block	OPRM1-OPRD1 inv	AddAB inh	Mot1-301 SUMO	DSG3 Ab inh	PKA-R1A act	phage Ecoli inh	OPRM1-OPRD1 ag	E coli growth	Tat export inh	PfHsp90 set2
O=C(c1ccccc1)c1ccc(OCC(O)CN2CCN(S(=O)(=O)N3CCCCC3)CC2)cc1 (stereo unspecified)	12	-24	2.7	.	99	-13	0.5	4.4	-0.1	-5	-2
COc1ccc(NC(=O)CSc2nnc(NC(=O)CN3CCOCC3)s2)cc1	-18	-16	4.0	-4	94	-1	4.7	3.1	2.1	-1	14
CC(=O)NCCc1c(C)n(Cc2ccccc2)c2ccccc12	-12	16	3.6	0	115	1	-1.0	-3.3	0.3	-13	1
COc1cc(/C=C2\SC(=S)N(NC(=O)c3ccccc3O)C2=O)ccc1O	1	22	2.4	-21	95	14	0.2	-3.9	4.2	-4	-6
O=C(Nc1sc2c(c1-c1nc3ccccc3[nH]1)CCCC2)C1CC1	-6	-33	1.0	14	109	13	1.3	5.6	-0.1	3	-2
CCN(CC)CCNC(=O)c1ccc(NC(=O)c2ccc(COc3ccccc3)cc2)cc1	-13	-6	.	6	123	-10	1.7	1.1	.	-4	-7
COc1cccc(CNC(=O)COc2cccc(-n3cnnn3)c2)c1	-5	21	1.0	5	101	-11	2.7	-3.9	0.7	-1	.
CC(C)OC(=O)c1cccc(NC(=O)CSc2nnc(N)s2)c1	1	2	1.5	72	115	-11	0.9	-0.5	1.3	7	.
CCOC(=O)C1CCN(c2c(NCc3ccc(C(=O)NC4CCCC4)cc3)c(=O)c2=O)CC1	1	17	1.0	.	99	-9	3.1	-2.9	-0.9	17	-15
CSCCC1NC(=O)N(CC(=O)Nc2ccc(Br)cc2Br)C1=O (stereo unspecified)	1	-4	1.4	411	95	10	0.1	0.8	-1.6	2	5
Cc1ccccc1NC(=O)c1ccc(-c2ccc(Cl)cc2Cl)o1	28	-37	4.8	5	106	0	0.5	7.5	1.7	-1	.
S=C(Nc1ccc(Cl)cc1)NC1CC2CCCC(C1)N2C1CCCC1 (stereo unspecified)	0	-17	2.0	-5	104	4	2.0	2.9	3.9	-10	6
CC1=NN(C(=O)CCc2ccc3c(c2)OCO3)C(O)(C(F)(F)F)C1 (stereo unspecified)	-8	13	1.6	6	86	-2	1.4	-2.1	1.1	2	20
CN(C)S(=O)(=O)c1ccc(N2C(=O)CC2(/C=C/c2ccccc2)C(=O)NC2CCCC2)cc1 (stereo unspecified)	5	2	4.8	25	82	14	2.4	-0.3	1.3	-5	-30
O=C(Nc1ccccc1)C1CC(=O)n2ncnc2N1 (stereo unspecified)	-5	-1	1.8	-6	104	8	0.4	0.2	2.4	-1	-43
O=S(=O)(NCCN1CCCC1)c1ccc(C(F)(F)F)cc1	11	15	1.5	24	106	-3	0.1	-3.0	0.5	-7	35
COc1ccccc1NC(=O)c1cc2ccccc2o1	-72	-7	3.6	264	95	3	-0.4	1.5	1.8	6	-1
Cc1ccc(C(=O)O)cc1-n1c(=O)n(Cc2ccccc2)c(=O)c2[nH]cnc21	-2	8	0.4	14	99	-3	1.0	-1.8	1.4	4	5
COc1ccc(-c2nc3n(n2)C(c2ccccc2)C2=C(CCCC2=O)N3)cc1OC (stereo unspecified)	15	6	3.2	.	.	6	1.6	-1.2	-0.8	-1	7
Fc1ccccc1NC(=S)N(CCCN1CCOCC1)Cc1cccnc1	43	8	-0.3	-4	.	-5	0.8	-1.8	0.9	0	1

Given with two lines to a compound: part of the list above
Order of results – Arr AP2 block	OPRM1-OPRD1 inv	AddAB inh	Mot1-301 SUMO	DSG3 Ab inh	PKA-R1A act	phage Ecoli inh	OPRM1-OPRD1 ag	E coli growth	Tat export inh	PfHsp90 set2
CSCCC1NC(=O)N(CC(=O)Nc2ccc(Br)cc2Br)C1=O (stereo unspecified)
 : 1	-4	1.4	411	95	10	0.1	0.8	-1.6	2	5
Cc1ccccc1NC(=O)c1ccc(-c2ccc(Cl)cc2Cl)o1
 : 28	-37	4.8	5	106	0	0.5	7.5	1.7	-1	.
S=C(Nc1ccc(Cl)cc1)NC1CC2CCCC(C1)N2C1CCCC1 (stereo unspecified)
 : 0	-17	2.0	-5	104	4	2.0	2.9	3.9	-10	6
CC1=NN(C(=O)CCc2ccc3c(c2)OCO3)C(O)(C(F)(F)F)C1 (stereo unspecified)
 : -8	13	1.6	6	86	-2	1.4	-2.1	1.1	2	20
CN(C)S(=O)(=O)c1ccc(N2C(=O)CC2(/C=C/c2ccccc2)C(=O)NC2CCCC2)cc1 (stereo unspecified)
 : 5	2	4.8	25	82	14	2.4	-0.3	1.3	-5	-30
O=C(Nc1ccccc1)C1CC(=O)n2ncnc2N1 (stereo unspecified)
 : -5	-1	1.8	-6	104	8	0.4	0.2	2.4	-1	-43
O=S(=O)(NCCN1CCCC1)c1ccc(C(F)(F)F)cc1
 : 11	15	1.5	24	106	-3	0.1	-3.0	0.5	-7	35
COc1ccccc1NC(=O)c1cc2ccccc2o1
 : -72	-7	3.6	264	95	3	-0.4	1.5	1.8	6	-1
Cc1ccc(C(=O)O)cc1-n1c(=O)n(Cc2ccccc2)c(=O)c2[nH]cnc21
 : -2	8	0.4	14	99	-3	1.0	-1.8	1.4	4	5

Further entries.
SMILES	Arr AP2 block	OPRM1-OPRD1 inv	AddAB inh	Mot1-301 SUMO	DSG3 Ab inh	PKA-R1A act	phage Ecoli inh	OPRM1-OPRD1 ag	E coli growth	Tat export inh	PfHsp90 set2
CC(C)(C)S(=O)N1Cc2cc(CO)cc(CCO)c2[C@@H]1CCO (stereo partly specified)	11	12	.	.	106	-2	1.5	-2.5	.	-1	4
O=[N+]([O-])c1ccccc1OCCCOc1cccc2cccnc12	-5	10	-0.2	30	108	-3	-1.8	-2.1	-1.6	1	-17
Cc1nc2c(-c3ccc(F)cc3)c(C)nn2c(C)c1CCC(=O)N1CCN(c2ccccn2)CC1	30	8	-0.5	-17	100	-1	-1.3	-1.6	-2.2	7	30
CCOc1ccc(S(=O)(=O)NCCN2CCOCC2)c2ccccc12	2	3	1.9	2	97	-18	-0.1	-0.5	-0.8	-5	-24
CCN1CCN(C(=O)C(C)Nc2cc(Cl)c(OC)cc2OC)CC1 (stereo unspecified)	0	-30	4.9	-12	108	1	-0.8	5.8	-1.7	8	-16
CCCOc1ccc(N2CC(C(=O)Nc3ccccc3C(=O)NC)CC2=O)cc1 (stereo unspecified)	-21	16	1.3	8	114	0	4.4	-3.3	-4.0	-4	.
O=C(CCCc1ccccc1)Nc1nnc(C(F)(F)F)s1	2	-39	-0.1	-2	.	-4	3.6	8.4	1.4	-1	1
Cc1onc(-c2c(F)cccc2Cl)c1C(=O)Nc1ccc(S(=O)(=O)Nc2ncccn2)cc1	14	12	.	.	91	-2	0.6	-2.4	.	-2	-13
CCOC(=O)N1CCN(C(=O)C(c2ccccc2)c2ccccc2)CC1	1	13	2.7	-18	95	12	0.0	-2.3	0.6	-4	29
COc1ccc(C2CC(=O)Oc3cc(OC)c(OC)c(OC)c32)cc1 (stereo unspecified)	-10	15	2.7	.	104	-1	0.4	-3.1	0.0	-2	-21
COc1cccc(N2C(=O)C(O)=C(C(C)=O)C2c2ccc(OC)c(OC)c2)c1 (stereo unspecified)	-10	15	-0.5	-18	100	3	0.4	-3.5	-0.8	-4	25
CC(C(=O)NCc1cccs1)N1CCN(S(=O)(=O)c2ccc3c(c2)OCCCO3)CC1 (stereo unspecified)	-4	18	.	.	102	0	-1.0	-3.5	.	1	.
O=c1oc(-c2ccccc2NS(=O)(=O)c2ccccc2)nc2ccccc12	21	17	-0.4	5	.	-6	1.8	-3.0	2.9	-1	-13
Cc1cc2c(cc1C)N(C(=O)CCl)CCN2C(=O)CCl	7	-12	.	.	120	7	0.6	2.3	.	-12	0
CC(C)(C)NC(=O)NC(=O)COC(=O)c1cc[n+]([O-])cc1	-5	15	2.5	9	92	-20	3.5	-2.8	0.4	-3	-16
COc1cc2c(cc1OC)C(c1cccc(C)c1)CC(=O)N2 (stereo unspecified)	1	14	5.9	94	104	-1	2.1	-2.0	-2.9	0	8
Cc1ccc(-n2nc(C)c(=O)c(-c3ccccc3)c2NC(=O)c2cccs2)cc1	6	0	0.1	-5	.	-7	1.9	0.0	4.1	-10	14
O=C(NCCCN1CCOCC1)c1ccccc1NS(=O)(=O)c1ccc(F)cc1	-3	12	0.7	.	94	1	2.2	-2.2	0.8	6	4

3 compounds out of the list above, sorted by their value in phage Ecoli inh, descending:
SMILES,phage Ecoli inh
O=c1oc(-c2ccccc2NS(=O)(=O)c2ccccc2)nc2ccccc12,1.8
Cc1onc(-c2c(F)cccc2Cl)c1C(=O)Nc1ccc(S(=O)(=O)Nc2ncccn2)cc1,0.6
COc1cccc(N2C(=O)C(O)=C(C(C)=O)C2c2ccc(OC)c(OC)c2)c1 (stereo unspecified),0.4
